# High-throughput results deposited in PubChem BioAssay by several laboratories.
# MT stabilizer = microtubule stabilization, imaging screen. HeLa tubulin immunostaining HCS, 24 h; share of cells brighter than vehicle mean+2SD. % tubulin-high responders, % at 10 µM. 200,000 tested, 0.83% active;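 active = plate Z-score above 3 for both tubulin-high and condensed-nucleus cell shares, with cell loss under 80%, at 10 µM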;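 note: anti alpha tubulin signal scored within the nucleus-defined area of each cell; some results filed as inactive read as strong as hits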
# b-catenin transl = beta-catenin nuclear translocation modulation | HeLa beta-catenin nuclear translocation, immunofluorescence imaging | 190,000 tested, 0.3% active | nuclear translocation activity, % at 5 µM | AID 1665;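 active = nuclear translocation activity above 50% at 5 µM, with a well cell count of 50 or more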;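 note: per-cell ratio of nuclear to cytoplasmic median beta-catenin stain intensity; plate controls were DMSO negative control for no effect and GSK-3 inhibitor IX positive control for full effect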
#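 Technique: fluorescence imaging of beta-catenin antibody stain plus DAPI / Material: human HeLa cell line / Incubation: compound treatment 24 h, 37°C, 5% CO2 / Read-out basis: % activation of per-cell nuclear versus cytoplasmic median beta-catenin signal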
# TNAP activators = stimulation of alkaline phosphatase TNAP activity – biochemical, luminescent, no phosphate acceptor, uHTS, primary screen (AID 1001). purified TNAP, luminescent activation assay, no phosphate acceptor; higher activation fold means a stronger effect. activation fold at 20 µM; hits with a dose series show EC50 in µM. 200,000 tested, 0.03% active; in the data active = activation fold from about 3, or a potency from the dose series; inactive = the rest, 99 in 100 with activation fold below about 1.6; note: many of its hits are not listed in these tables
# Dynein transport = blocks dynein driven cargo transport along microtubules | 3617.4 mouse cells, GR-EGFP nuclear translocation imaging; test concentration mostly 20 µM; stimulated with dexamethasone, 1 µM; hits give low values | z-score, hits read low | 220,000 tested, 0.47% active | AID 1381;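 active = plate z-score of nuclear minus cytoplasmic receptor signal below a set negative limit, without overly bright fluorescence or cell loss, cut at about -3.5 in these data, passing the limit was not always enough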;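 note: z-score of nuclear minus cytoplasmic ring GR-EGFP intensity difference per well; some compounds called inactive have numbers as strong as hits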
#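 Also added: dexamethasone, 1.0 µM final. Medium: tet-free, stripped-serum medium. Detection: fixed, Hoechst-stained cells imaged at 10x for EGFP. Read-out: nuclear-to-cytoplasmic GR-EGFP distribution per well. Times: induction 48 h, compound 1 h, agonist 30 min.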
# Myeloid diff MLP = promotes myeloid progenitor differentiation; ER-HoxA9 myeloid progenitors, lysozyme-GFP differentiation, flow cytometry; 360,000 tested, 1% active; calls only at 10 µM;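 active = normalized GFP-positive differentiation at or above the plate's own cutoff, the solvent-only control mean plus 3 SD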;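 note: cells exposed to compound for four days before flow analysis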
# Lipid droplet = hepatic lipid droplet formation modulation | AML12 mouse hepatocytes, oleate lipid droplets, BODIPY imaging | inhibition, % at 6.5 µM | 240,000 tested, 0.4% active;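 active = lipid droplet intensity inhibited by at least 50%, with more than 500 cells counted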
#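 material = mouse AML12 hepatocyte cell line, fixed after treatment | also added = 100 µM oleic acid challenge | doses = compound at 6.5 µM only | schedule = overnight exposure | technique = Image-based BODIPY and DAPI two-channel analysis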
# Insulin prom up = MIN6 insulin promoter up-regulation; AID 1625; z-score at 5 µM; MIN6 insulin promoter-GFP reporter, high-content imaging; hits give high values; 190,000 tested, 0.3% active;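 active = z-score above 3 at 5 µM with at least 500 cells counted in the well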
# T cell modulator = modulates CD8 T cell binding to vesicles; 2C CD8+ T cell-vesicle binding, flow cytometry; hits give low values; calls only at 7 µM; 330,000 tested, 0.068% active; AID 2052;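 active = response, share of CD8 T cells binding vesicles, and their 90th percentile fluorescence all below set limits, cut at about 80% in these data, passing the limit was not always enough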
#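 Test system: purified 2C TCR transgenic mouse naive CD8+ T cells. Probe or stimulus: QL9-peptide-loaded Drosophila micro-vesicles bearing Ld, ICAM-1 and B7-1. Incubation: binding step 1.5 h, 37 °C, antibody labelling 20 min, ice. Measured by: flow cytometry of vesicle-bound cells.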
# PMI inhibitors = MPI enzyme activity inhibition – biochemical, fluorescence intensity, coupled assay, primary screen (AID 1209). purified PMI enzyme, coupled fluorescence intensity; higher % means a stronger effect. 190,000 tested, 0.42% active. inhibition, % at 20 µM, or IC50 in µM where a hit was titrated; in the data active = inhibition above about 50%;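 note: plate controls were DMSO vehicle for no effect and wells lacking substrate for full effect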
# Dynein transport cytoplasmic EGFP = second read-out of Dynein transport, no call of its own (marks repeat the call); z-score; measured here: cytoplasmic GR-EGFP intensity; hits give high values
# Dynein transport nuclear GR-EGFP = also measured in Dynein transport; calls as there; z-score; measured here: nuclear GR-EGFP intensity;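 lower value marks the stronger effect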
# Dynein transport cell count = also measured in Dynein transport; calls as there; z-score; measured here: cell count per field
# Insulin prom up cell count = recorded beside Insulin prom up, whose call it bears; cell count; measured here: cytotoxicity, nuclei count;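 total cells summed across four imaged fields per well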
# Lipid droplet cells 6.5 µM = further read-out of Lipid droplet, marked with its call; cell count; measured here: cell count, cytotoxicity flag;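 cells counted across two imaged fields per well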
# b-catenin transl cell count 5 µM = also measured in b-catenin transl; calls as there; cell count; measured here: cell count, cytotoxicity flag
# T cell modulator vesicle-bound % = second read-out of T cell modulator, no call of its own (marks repeat the call); double positive events, %; measured here: CD8+ vesicle-bound cell fraction;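 binding gate set so that unloaded-vesicle control wells show 10% double positive cells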
# MT stabilizer Hoechst-high % = also measured in MT stabilizer; calls as there; % Hoechst-high responders; measured here: nuclear condensation Hoechst responders;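 share of cells brighter than vehicle mean plus two SD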
# MT stabilizer cytotoxicity % = also measured in MT stabilizer; calls as there; toxicity, %; measured here: cytotoxicity by cell density;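 0% = mean cell density of plate MIN control wells and 100% = no cells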
# Myeloid diff MLP GFP+ MAC1+ % = further read-out of Myeloid diff MLP, marked with its call; GFP+ MAC1+ double positive, %; measured here: differentiation confirmed by MAC1 staining
# * marks the source's active call; other numbers are inactive results; i = inactive; nt = not tested or not shown.
SMILES,MT stabilizer,MT stabilizer Hoechst-high %,MT stabilizer cytotoxicity %,b-catenin transl,b-catenin transl cell count 5 µM,TNAP activators,Dynein transport,Dynein transport cytoplasmic EGFP,Dynein transport nuclear GR-EGFP,Dynein transport cell count,Myeloid diff MLP,Myeloid diff MLP GFP+ MAC1+ %,Lipid droplet,Lipid droplet cells 6.5 µM,Insulin prom up,Insulin prom up cell count,T cell modulator,T cell modulator vesicle-bound %,PMI inhibitors
O=C(CN1CCCCCC1)NCC1CCCO1 (stereo not drawn),1.4,1.2,0.5,-1.9,1036,1.1,1.1,-0.24,0.96,-1.1,i,0.7,19,690,0.08,1433,i,35,7%
CCc1cc(CNC(=O)CC2C(=O)NCCN2Cc2ccccc2C(F)(F)F)on1 (stereo not drawn),nt,nt,nt,2.4,1315,nt,-0.55,-0.26,-0.24,0.29,i,0.3,-4,707,-0.1,1128,i,21,nt
COc1ccc(OC)c(NC(=S)NCC(c2cccnc2)N2CCOCC2)c1 (stereo not drawn),3.9,2.5,2.5,-0.4,1082,1.1,-0.58,-0.34,-0.19,1.3,i,1.0,-7,661,0.96,1175,i,63,11%
O=C1C=C(Nc2ccccc2)C(=O)c2ccccc21,4.7,1.8,12,-2.0,1068,0.9,0.27,-0.07,0.11,-0.44,i,2.9,1,714,1.3,1317,i,40,11%
CCOC(=O)c1c(NC(=O)Nc2ccccc2)sc(C)c1C,1.8,1.6,6.4,-0.1,1312,1.1,-1.2,-0.22,-1.1,0.61,i,0.7,nt,nt,-0.24,1279,i,45,13%
Cc1ccc(OCC(=O)NCc2ccco2)cc1C,6.8,1.1,85,0.7,1012,1.1,-0.13,-0.2,0.065,0.92,i,0.9,7,767,0.94,1140,i,22,20%
CCOC(=O)c1c(NC(=O)CSc2ncnc3[nH]ncc23)sc2c1CCC(C)C2 (stereo not drawn),2.0,1.6,4.4,-3.0,1104,1.8,-0.7,-0.3,-0.44,0.93,i,0.3,13,354,-0.45,1314,i,43,8%
Cc1ccc(SCc2nc3ncccn3c2Br)cc1,nt,nt,nt,-1.3,1314,nt,0.29,-0.24,0.45,0.039,i,0.6,2,699,-0.24,1053,i,50,nt
N/C(=N\OC(=O)c1ccc2c(c1)OCO2)c1cccc(Br)c1,3.8,3.4,1.5,-0.2,957,1.1,-1.3,-0.3,-0.78,1.1,i,0.6,-5,753,-0.03,1397,i,58,10%
CSc1nc2c(cc1C#N)CCCCC2,2.9,1.5,1.6,0.7,1018,1.1,0.17,-0.2,0.19,0.38,i,0.7,-16,635,0.66,1500,i,31,-7%
c1ccc2c(c1)nc(N1CCOCC1)c1c3ccccc3[nH]c21,3.7,2.8,7.2,-2.3,655,1.1,0.18,-0.17,0.28,-0.29,i,5.4,nt,nt,-0.4,1068,i,26,-16%
C=CCNCCCCOc1ccccc1-c1ccccc1,3.3,3.8,8.1,3.2,483,1,-0.95,-0.29,-0.93,1.2,i,0.5,-39,416,0.02,1250,i,50,0%
CC12CC(NC(=O)N1Cc1ccccc1)c1ccccc1O2 (stereo not drawn),2.1,3.8,10,-1.1,1372,1,-0.63,-0.12,0.2,0.56,i,0.4,nt,nt,0.09,1410,i,29,-12%
O=c1cc(CN2CCN(c3ccccc3)CC2)c2cc(O)c(-c3ccccc3)cc2o1,4.3,2.0,7.4,-3.8,966,1.1,0.014,-0.099,-0.17,-1.6,i,0.4,nt,nt,0.4,1331,i,34,6%
COc1ccc(Cl)cc1NC(=S)N1CCN(S(C)(=O)=O)CC1,nt,nt,nt,0.9,1326,nt,0.53,-0.18,0.73,-0.086,i,0.3,13,694,-0.38,976,i,24,nt

# One compound at a time (already shown). Order of screens: MT stabilizer, MT stabilizer Hoechst-high %, MT stabilizer cytotoxicity %, b-catenin transl, b-catenin transl cell count 5 µM, TNAP activators, Dynein transport, Dynein transport cytoplasmic EGFP, Dynein transport nuclear GR-EGFP, Dynein transport cell count, Myeloid diff MLP, Myeloid diff MLP GFP+ MAC1+ %, Lipid droplet, Lipid droplet cells 6.5 µM, Insulin prom up, Insulin prom up cell count, T cell modulator, T cell modulator vesicle-bound %, PMI inhibitors
# c1ccc2c(c1)nc(N1CCOCC1)c1c3ccccc3[nH]c21 is entered as 3.7, 2.8, 7.2, -2.3, 655, 1.1, 0.18, -0.17, 0.28, -0.29, i, 5.4, nt, nt, -0.4, 1068, i, 26, -16%
# C=CCNCCCCOc1ccccc1-c1ccccc1 is entered as 3.3, 3.8, 8.1, 3.2, 483, 1, -0.95, -0.29, -0.93, 1.2, i, 0.5, -39, 416, 0.02, 1250, i, 50, 0%

# More entries
SMILES,MT stabilizer,MT stabilizer Hoechst-high %,MT stabilizer cytotoxicity %,b-catenin transl,b-catenin transl cell count 5 µM,TNAP activators,Dynein transport,Dynein transport cytoplasmic EGFP,Dynein transport nuclear GR-EGFP,Dynein transport cell count,Myeloid diff MLP,Myeloid diff MLP GFP+ MAC1+ %,Lipid droplet,Lipid droplet cells 6.5 µM,Insulin prom up,Insulin prom up cell count,T cell modulator,T cell modulator vesicle-bound %,PMI inhibitors
O=C(O)c1ccccc1OCCOCCOc1ccccc1C(=O)O,3.3,2.2,7.0,-0.2,1071,1.1,-0.52,0.5,0.18,0.49,i,0.8,-1,783,-0.48,1232,i,38,7%
COc1cccc(OCc2nc(-c3cccc([N+](=O)[O-])c3)no2)c1,6.2,1.7,8.7,0.0,569,1,0.49,0.95,0.59,-0.87,i,0.2,-7,757,nt,nt,i,35,5%
COC(=O)CCC(=O)OC1(C)C(=O)C=C2C=C(C3CC3)N(CCCCO)C=C2C1=O (stereo not drawn),nt,nt,nt,-1.3,1204,nt,-0.88,-0.83,-0.36,0.32,i,1.7,2,688,0.99,975,i,45,nt
CC1CCc2cc(F)ccc2N1C(=O)c1ccncc1 (stereo not drawn),2.7,1.6,0.9,-0.2,982,1.2,0.79,-0.22,0.49,-1,i,0.5,-8,604,0.73,1325,i,40,7%
CC(C)c1cc(C(=O)OCC(=O)NC(=O)NCc2ccco2)c(O)c(C(C)C)c1,3.9,1.6,5.3,-0.4,956,1,-0.52,-0.33,-0.53,0.6,i,0.1,-8,625,-0.47,1176,i,20,19%
O=c1[nH]c(/C=C/c2cccnc2)c([N+](=O)[O-])c(=O)[nH]1,4.1,2.5,10,-1.7,1123,1.1,-0.31,0.72,-0.075,0.56,i,0.5,8,692,-0.16,1230,i,29,-25%
COc1ccc(OC(C)C(=O)NCCc2nc3ccccc3[nH]2)cc1 (stereo not drawn),4.4,2.3,8.2,-0.3,562,1.1,-0.27,-0.28,0.38,0.72,i,0.5,nt,nt,-0.34,1328,i,42,-6%
C1CN(c2nc3nonc3nc2N2CCOCC2)CCO1,nt,nt,nt,1.2,1155,1,nt,nt,nt,nt,nt,nt,nt,nt,0.72,1336,i,38,4%
CN(C)c1c2ccccc2nc2c(F)c(F)c(F)c(F)c12,2.4,1.8,2.7,0.1,558,1,-0.3,3.5,0.43,0.79,i,0.2,14,730,nt,nt,i,17,18%
Cc1cccc(C)c1OC(=O)CN(c1ccc(Cl)cc1)S(C)(=O)=O,1.2,2.3,9.0,-6.1,1167,1,nt,nt,nt,nt,i,1.7,-2,653,0.68,1911,i,23,18%
Cc1cc(C(=O)NNC(=O)c2nn(C)c(=O)c3ccccc23)c(C)o1,3.5,2.8,1.1,1.2,1057,1.4,1.4,-0.14,1.3,-2.3,i,0.5,3,707,-0.62,1263,i,35,-4%
COc1ccccc1NC(NC(=O)c1cccnc1)C(Cl)(Cl)Cl (stereo not drawn),3.7,1.0,11,-2.1,1140,1.1,1.8,-0.2,0.81,-0.69,i,0.9,14,700,-0.41,1296,i,16,-16%
O=C(CSc1nnc(-c2ccccc2NC(=O)c2ccccc2)o1)OC1CCCCC1,3.0,2.4,8.2,nt,nt,nt,-0.6,-0.23,-0.32,0.61,i,1.0,nt,nt,nt,nt,i,4,nt
CCOC(=O)c1cnn(-c2ccc(C)cc2)c1N,1.0,1.8,3.8,nt,nt,1.2,0.27,-0.31,0.17,-0.13,i,2.0,7,762,-0.42,867,i,11,-5%
CCCn1c(N)c(C(=O)CSc2nnc(C)n2Cc2ccccc2)c(=O)n(C)c1=O,1.1,1.5,5.3,nt,nt,1.1,-1.1,-0.13,-0.36,1,i,1.0,0,767,-1.9,864,i,33,0%
O=C(O)/C=C/C(=O)NCCC1=CCCCC1,1.9,1.9,1.2,0.2,1132,1.1,1.6,-0.25,0.37,0.19,i,0.1,0,720,-0.31,1283,i,61,-12%
COc1cccc(C(=O)Nc2nc3ccccc3[nH]2)c1,2.8,2.1,4.2,nt,nt,1.1,0.92,-0.26,0.5,-0.42,i,0.4,8,747,nt,nt,i,44,5%
CCN1CCCC1CNC(=O)CSCc1nc(-c2ccccc2C)oc1C (stereo not drawn),4.8,2.0,6.1,nt,nt,1,1.5,-0.42,1,-0.19,i,0.5,nt,nt,nt,nt,i,24,7%
Cc1cccc(CN2CCC(CNC(=O)C3CCCN(S(=O)(=O)c4cnc[nH]4)C3)CC2)c1 (stereo not drawn),2.8,2.3,12,-0.8,1156,1.1,0.12,-0.077,0.32,-0.46,i,3.6,-22,663,-0.37,1815,i,38,9%
CCOc1cc2[nH]c(=S)n(CCOC)c(=O)c2cc1OCC,4.0,2.6,14,nt,nt,1.1,2.5,-0.12,1.9,-0.46,i,0.6,18,707,0.33,1302,i,25,5%
Nc1ccc(CNc2ncn[nH]2)cc1,nt,nt,nt,1.2,1388,nt,-0.17,-0.088,0.81,0.1,i,0.6,-3,648,0.15,991,i,26,nt
